ATXN viability: Viability Counterscreen for Primary qHTS for Inhibitors of ATXN expression; S2 cells (HEK-293 line with an ATXN2-luciferase reporter) viability, CellTiter-Fluor protease fluorescence, 24 h; hit rate 0.49% among 400,000; AID 651635, 2014; Potency, µM (series often up to 56.7 µM), most hits filed as cytotoxic; further: potency means the concentration at half of the fitted maximal effect; nearly all actives have a fitted effect of over 40% in size
TGFb inhibitor: qHTS for Inhibitors of TGF-b | HepG2 CAGA-GFP TGF-b/SMAD3 reporter, GFP fluorescence, 18 h; TGF-beta stimulated, 500 pg/mL final | Potency, µM (top dose mostly 46.1 µM), without a hit: at the top dose activity, negative = inhibition, actives largely listed as inhibitors | hit rate 1.2% among 410,000 | AID 588855, 2011; further: potency means the concentration at half of the fitted maximal effect; on the % scale 0 is the no-effect control and ±100 the full control effect; nearly all actives have a fitted effect of over 65% in size
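Inhibition was scored as loss of TGF-beta-induced (500 pg/mL final, 18 hours, 37 degrees C) GFP in HEPG2 cells carrying a CAGA-GFP reporter, in DMEM with 1% FBS. Well GFP was summed per cell; Activity was normalised to unstimulated and stimulated DMSO wells, then concentration-response fitting.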
Nrf2 block: Nrf2 qHTS screen for inhibitors. A549 ARE-Fluc reporter, luciferase luminescence, 18-24 h. Potency, µM (titrated, usually from 46 µM), for inactives: at the top dose activity change, negative = inhibition, actives largely listed as inhibitors. hit rate 2.1% among 360,000; further: potency means the concentration at half of the fitted maximal effect; on the % scale 0 is the no-effect control and ±100 the full control effect; nearly all actives have a fitted effect of over 60% in size
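A549 ARE_Fluc cells, 5000/well, 5% FBS OPTI-MEM; compounds in dose-response, 18-24 h at 37 °C/5% CO2; CellTiter-Fluor viability read (Ex 405/Em 525), then BugLite luciferase luminescence = Nrf2 activity.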
IL1B secr inh: qHTS for Inhibitors of Inflammasome Signaling: IL-1-beta AlphaLISA Primary Screen; THP-1 LPS/ATP IL-1B secretion, AlphaLISA, 16 h; active compounds read low; activity change, % at 57.5 µM; hit rate 4.7% among 360,000; AID 743279, 2014; in the data active means activity change below about -50%; inconclusive means mostly about -30% to -49%; further: on the % scale 0 is the no-effect control and ±100 the full control effect
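THP-1 cells pretreated 1 hr with compounds (up to 57.5 uM final), then stimulated with LPS (250 ng/mL final) plus ATP (1.25 mM final); secreted IL-1B measured by AlphaLISA after 16 hr, decreased signal indicating inhibition.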
HepG2 tox: qHTS for Inhibitors of TGF-b: Cytotox Counterscreen; hit rate 0.76% among 410,000; Potency, µM (series often up to 46.1 µM), without a hit: at the top dose activity change, negative = cytotoxicity, usual class: cytotoxic; HepG2 CAGA-GFP viability, ATP luminescence, 18 h; further: potency means the concentration at half of the fitted maximal effect; some results filed as inactive show a strong effect at the top dose
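CellTiter-Glo luminescence gave cytotoxicity after 18 hours at 37 degrees C. The cells were HepG2 CAGA-GFP in 1% FBS DMEM, stimulated with 500 pg/mL TGF-beta after compound addition. %Activity was normalised to no-cell wells (complete cell-killing) and DMSO (no toxicity), and curves were fitted and classified.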
A549 viability: Nrf2 qHTS screen for inhibitors: counterscreen for cytotoxicity; A549 ARE-Fluc cells, CellTiter-Fluor viability, 18-24 h; Potency, µM (highest dose often 46 µM), for inactives: top-dose activity change, negative = cytotoxicity, usual class: inhibitors; hit rate 0.16% among 390,000; AID 504648, 2011; further: potency means the concentration at half of the fitted maximal effect; on the % scale 0 is the no-effect control and ±100 the full control effect
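A549 ARE_Fluc cells in 5% FBS OPTI-MEM were exposed to compounds in concentration-response for 18-24 h at 37 deg C. Viability was read by CellTiter-Fluor fluorescence (Ex 405/Em 525) after 30 min, before the luciferase read.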
ATXN2 expr inh: Primary qHTS for Inhibitors of ATXN expression. HEK-293 ATXN2-luciferase reporter, luminescence, 24 h. Potency, µM (highest dose often 57 µM), without a hit: at the top dose activity change, negative = inhibition, hits mostly inhibitors. hit rate 0.72% among 360,000. AID 1745845, 2022; further: potency means the concentration at half of the fitted maximal effect; on the % scale 0 is the no-effect control and ±100 the full control effect; nearly all actives have a fitted effect of over 55% in size
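qHTS (up to 57 uM final) was run with 24 h compound exposure of reporter cells at 37 °C. Each well was multiplexed: SteadyGlo luminescence measured ATXN2-luciferase expression after a fluorogenic Gly-Phe-AFC viability readout (25 uM final).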
Nrf2 ARE act: qHTS of Nrf2 Activators; AID 624171, 2012; AREc32 ARE-luciferase reporter (MCF7-derived line), luminescence, 24 h; hit rate 0.31% among 410,000; Potency, µM (series often up to 46.1 µM), for the others: at the top dose activation, hits mostly activators; further: potency means the concentration at half of the fitted maximal effect; % of control where 0% means no effect; nearly all actives have a fitted effect of over 65% in size
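Steps: seed AREc32_Fluc cells (1000/well, 5% FBS OPTI-MEM); incubate overnight at 37 deg C; add 23 nL compound; incubate 24 hr; add Steady-Glo; hold 30 min RT; read luminescence.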
MCF10A rereplic: A quantitative high throughput screen for small molecules that induce DNA re-replication in MCF 10a normal breast cells; MCF 10A DNA re-replication, Hoechst nuclear intensity, 48 h; Potency, µM (top dose mostly 46.1 µM), for inactives: top-dose activity, positive = re-replication, usual class: activators; hit rate 2.9% among 350,000; further: potency means the concentration at half of the fitted maximal effect; % of control where 0% means no effect; nearly all actives have a fitted effect of over 50% in size
* marks the source's active call; other numbers are inactive results; i = inactive; u = inconclusive; x = no result given; & = joins results of further samples; [ ] = another dose, or the depositor's remark. Unless noted, the call rests on the fitted dose curve; in most records, active means well fitted curve in the direction sought with a large enough effect; inconclusive means small, poorly fitted or top-dose-only effect, or another doubt; inactive means no such curve, though single readings can be large; an effect the other way counts as inactive or inconclusive.

Preview (3 entries):
SMILES | ATXN viability | TGFb inhibitor | Nrf2 block | IL1B secr inh | HepG2 tox | A549 viability | ATXN2 expr inh | Nrf2 ARE act | MCF10A rereplic
Cc1cc(C)n(CCOc2ccc(Cl)cc2Cl)n1 | i | 0% | -22% | 2 | 0% | 14% | 0% | 1.7% | -2%
CCOCCCN(C)C1CCN(C(=O)c2oc3ccccc3c2NC(=O)c2ccc([N+](=O)[O-])cc2)CC1 | i | 2% | -27% | x | -2% | -10% | -20% | -0.4% | 1%
COc1ccc(OC)c(S(=O)(=O)N2C(C)CCCC2C)c1 (stereo unspecified) | i | 5% | 13% | 25 | -10% | -2% | -4% | 0.1% | -3%

Main list, repeating the preview:
SMILES | ATXN viability | TGFb inhibitor | Nrf2 block | IL1B secr inh | HepG2 tox | A549 viability | ATXN2 expr inh | Nrf2 ARE act | MCF10A rereplic
Cc1cc(C)n(CCOc2ccc(Cl)cc2Cl)n1 | i | 0% | -22% | 2 | 0% | 14% | 0% | 1.7% | -2%
CCOCCCN(C)C1CCN(C(=O)c2oc3ccccc3c2NC(=O)c2ccc([N+](=O)[O-])cc2)CC1 | i | 2% | -27% | x | -2% | -10% | -20% | -0.4% | 1%
COc1ccc(OC)c(S(=O)(=O)N2C(C)CCCC2C)c1 (stereo unspecified) | i | 5% | 13% | 25 | -10% | -2% | -4% | 0.1% | -3%
COc1cccc(NC(=O)CN(C)CC(=O)NCC(=O)Nc2ccc(F)cc2)c1 | i | -4% | 10% | 1 | -4% | 1% | x | -0.3% | 4%
COc1cccc(/C=N/NC(=O)CCn2c3ccccc3c3ccccc32)c1 | i | -6% | -17% | 0 | 2% | -1% | -11% | -0.1% | -7%
CCn1ncc(C(=O)Nc2cccc(Cl)c2)c1C | i | -6% | u | 31 | -5% | 0% | 45%[activator] | 6.8% | 0%
COc1ccc2ccccc2c1CNC(=O)CC1C(=O)NCCN1CC(C)(C)C (stereo unspecified) | i | 20% | 0% | 0 | 0% | 1% | 8% | 2.6% | -1%
COc1ccc(NC(=S)NC(=O)/C=C/c2ccccc2)cc1 | i | -2% | -15% | -25 | -1% | -4% | 20% | 3.3% | -1%
COCCn1c(=O)sc2ccccc2c1=O | i | -2% | 2% | 65 | 5% | -3% | -6% | 0.1% | u
COCOCCn1cc(CN2CCS(=O)(=O)N(Cc3ccc(-c4ccncc4)cc3)C(C)C2=O)nn1 (stereo unspecified) | i | -3% | x | 4 | -4% | x | -4% | -0.5% | x
COc1ccc(N2CCN(C(=O)COC(=O)CNC(=O)c3ccc(C)cc3)CC2)cc1 | i | -6% | -15% | 7 | 9% | -9% | 4% | 10% | -4%
Cc1ccccc1NC(=S)NC(=O)c1cncc(Br)c1 | i | -5% | -13% | 9 | 0% | -1% | -2% | 0.5% | 9%
CCOC(=O)C[N+](C)(C)CCOC1CC2CCC1(C)C2(C)C (stereo unspecified) | i | 7% | -7% | -5 | 11% | 0% | -7% | -0.4% | 3%
O=C(NC1CC1)C1CCN(c2ncccn2)CC1 | i | 4% | 2% | -1 | -16% | 1% | -2% | 0.1% | 18%
CCN(CC)CCNC(=O)C(=O)Nc1c2c(nn1-c1ccc(F)cc1)CSC2 | u | 7% | x | x | 4% | 0% | -4% | 0.2% | x
CC1CC(C)CN(C(=O)C(Cc2ccccc2)NC(=O)c2ccccc2)C1 (stereo unspecified) | i | 61% | -30% | -3 | -9% | 11% | -11% | 0.0% | 8%
COc1cccc(-c2nnc(NC(=O)c3ccc(S(=O)(=O)N4CC(C)OC(C)C4)cc3)o2)c1 (stereo unspecified) | u | -19% | 9.2µM* | 60 | -14% | -23% | u | -0.4% | u
CN(Cc1ccco1)C(=O)C1CCC(=O)N1Cc1ccc(F)cc1 (stereo unspecified) | i | 5% | 0% | -10 | 3% | -2% | 4% | -0.7% | 2%
O=C(O)c1ccccc1NCc1ccsc1 | i | 18% | -15% | 44 | -2% | -5% | 5% | 0.2% | -2%
COCOCCn1cc(CN2CCS(=O)(=O)N(Cc3ccc(-c4ccc(C)cc4)cc3)C(C)C2=O)nn1 (stereo unspecified) | u | -1% | x | 32 | -15% | x | -22% | 2.3% | x
CCS(=O)(=O)N1CCc2cc(C(=O)Nc3ccc(OC)c(Cl)c3)ccc21 | u | -26% | -23% | x | -27% | 2% | 0% | 1.9% | x
Cc1ccc(NC(=O)CN2C(=O)S/C(=C\c3ccccn3)C2=O)cc1C | i | 2% | 3% | 16 | 4% | -3% | 3% | -0.6% | 1%
O=C(Nc1cccc(F)c1)c1cnc2sc(N3CCCC3)nn2c1=O | x | 0% | u | x | -1% | -1% | x | 0.6% | x
Cc1ccccc1NC(=O)CSc1n[nH]c(-c2ccco2)n1 | i | 2% | 6% | 11 | 2% | -4% | 7% | -0.5% | -1%
CC(C)Oc1ccc(-c2cc(C(=O)NCCN3CCOCC3)c3ccccc3n2)cc1 | u | 7% | 8% | 7 | 2% | 3% | 50%[activator] | 4.8% | 5%
O=C(CCNC(=O)c1ccccc1Cl)Nc1cc(S(=O)(=O)N2CCOCC2)ccc1N1CCCC1 | i | -7% | 8% | -13 | 18% | -2% | -3% | -0.3% | 21%
Cn1c(=O)c2c(nc(CN3CCN(c4ccccc4)CC3)n2CCc2ccccc2)n(C)c1=O | i | 16% | -20% | -10 | 11% | 11% | -20% | -0.2% | u
COc1ccc(OCC(=O)Nc2cccc(S(=O)(=O)N(C)c3ccccc3)c2)c([N+](=O)[O-])c1 | i | 11% | 12% | 5 | 19% | 0% | 5% | -0.1% | 0%
CCOc1cc(C(=O)Nc2cc(C)on2)cc(OCC)c1OCC | i | -7% | -14% | 0 | -2% | 1% | -5% | 3.0% | 22%
CN(Cc1ccccn1)C(=O)c1cc(COc2ccc(F)c(F)c2)on1 | i | -1% | x | -14 | -29% | x | x | 8.8% | x
Cn1cnnc1SC1CCCCC1NS(=O)(=O)c1ccccc1 (stereo unspecified) | i | -1% | 11% | 22 | -5% | 13% | -2% | 0.0% | 0%
COc1ccc(-n2c(SCC(=O)C(C)(C)C)nc3c(sc(=S)n3-c3ccccc3)c2=O)c(OC)c1 | i | -16% | -7% | 22 | 2% | -14% | -16% | 0.5% | -9%
CCCCC(=O)Nc1nnc(S(=O)(=O)N(CC)c2cc(C)cc(C)c2)s1 | x | 0% | u | x | -6% | -12% | x | 0.9% | x
Cc1csc(NC(=O)CN2C(=O)COc3ccc(Cl)cc32)n1 | i | -2% | -5% | 1 | 5% | 0% | -3% | 1.2% | 10%
COC(=O)c1nc2ccccc2s1 | i | -7% | 18% | 18 | 1% | -20% | 10% | 0.0% | -3%
CCCc1cc2c(=O)c(-c3ccc4c(c3)OCCO4)coc2cc1OS(C)(=O)=O | i | -8% | -10% | -54* | -3% | -19% | 43%[activator] | 6.3% | u
CC(=C/c1ccc(C(C)C)cc1)/C=N/NC(=O)CSc1ccccn1 | i | u | u | -9 | -42% | -1% | 82%[activator] | 2.4% | u
CCOC(=O)c1cc(C#N)c(SCC(=O)OC)[nH]c1=O | i | 8% | 5% | -5 | -5% | -15% | 1% | -0.2% | 6%
COc1ccccc1/C=C/C(=O)NCC(=O)N=Nc1c(O)[nH]c2ccccc12 | x | -17% | 2% | -5 | -1% | -5% | x | 5.4% | -4%
CS(=O)(=O)c1cnc2c(-c3ccc(F)cc3)cnn2c1N | u | 0% | u | 9 | 0% | -2% | 12% | 2.7% | 2%
Cc1ccc(S(=O)(=O)N(C)C)cc1NC(=O)COC(=O)/C(=C/c1ccc(F)cc1)c1cccs1 | i | u | u | -15 | -5% | 1% | -33% | u | 15%
COc1ccccc1NC(=O)c1nn(C)c2c1CS(=O)(=O)c1ccccc1-2 | i | -1% | 45% | x | 10% | -1% | 0% | 6.0% | x
COc1ccc(CC(=O)NNC2=Nc3cccc4cccc2c34)cc1 | x | 2% | -12% | x | -1% | -5% | -38% | 1.2% | 21µM*
CS(=O)(=O)N(CCc1ccccc1)CC(=O)N1CCN(c2ccc(F)cc2)CC1 | i | u | u | -13 | -7% | -10% | -4% | 0.4% | u
CCCCSc1nc(C)c(CC(=O)OC)c(=O)[nH]1 | i | 7% | -2% | 45 | -1% | 4% | 5% | -0.2% | 0%
Clc1ccc(-c2cn3nc4c(nc3n2)CCCC4)cc1 | x | 5% | x | -4 | -1% | u | 14µM* | -0.1% | u
COC(=O)c1cc2oc3ccccc3c2n1Cc1nc(-c2ccc(OC)cc2)oc1C | i | -9% | -10% | x | 2% | 1% | 7% | 0.5% | x
COc1ccccc1NS(=O)(=O)c1cccc(C(=O)N(C)Cc2cccs2)c1 | i | 0% | u | 16 | 1% | -8% | -8% | -0.3% | 7%
CCCCC(=O)Nc1ccc(C(=O)Nc2ccc(S(=O)(=O)Nc3ccc(C)cc3)cc2)cc1 | i | 8% | 1% | 19 | 12% | 2% | -1% | 0.2% | -1%
CCN(C(=O)c1c(-c2ccccc2Cl)noc1C)C1CCCCC1 | i | -14% | u | -18 | -20% | -9% | -31% | -0.3% | 13%
Cc1ccc(-c2ccc(=O)n(Cc3cc(C)ccc3C)n2)cc1 | i | u | u | u | -28%&-106% | 21%&1% | -34%&-31% | 2.6%&5.3% | u
CCOC(=O)C1(Cc2cccc(F)c2)CCN(C2CCOCC2)CC1 | i | -3% | -1% | -13 | -3% | 1% | -13%[11.3 µM] | 0.2% | -1%
O=C(COC(=O)c1ccccc1SCC(=O)N1CCCC1)Nc1ccc(OC(F)F)cc1 | i | -20% | 13% | 0 | 0% | -1% | 12% | 3.6% | 17%

High-throughput results (PubChem)

An unsorted share of the library; 8.8% or so of the library scored in one or more.
